Source: PubChem BioAssay (Vanderbilt University)
GIRK2 activator: GIRK2 channel activators by thallium flux; HEK293 GIRK2/NPY4 cells, thallium flux fluorescence; 34,000 tested, under 10 active; P48051; AID 1259324; activation (% efficacy), % for hits at 37.5 µM;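 active = primary screen hit, no activity in plain HEK293 cells, and in GIRK2-only cells above 5% efficacy rising with concentration; inactive = the rest, including fluorescent compounds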;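 note: efficacy is normalized control-subtracted fluorescence 15 s after thallium addition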
Target sequence (P48051 whole entry, looked up): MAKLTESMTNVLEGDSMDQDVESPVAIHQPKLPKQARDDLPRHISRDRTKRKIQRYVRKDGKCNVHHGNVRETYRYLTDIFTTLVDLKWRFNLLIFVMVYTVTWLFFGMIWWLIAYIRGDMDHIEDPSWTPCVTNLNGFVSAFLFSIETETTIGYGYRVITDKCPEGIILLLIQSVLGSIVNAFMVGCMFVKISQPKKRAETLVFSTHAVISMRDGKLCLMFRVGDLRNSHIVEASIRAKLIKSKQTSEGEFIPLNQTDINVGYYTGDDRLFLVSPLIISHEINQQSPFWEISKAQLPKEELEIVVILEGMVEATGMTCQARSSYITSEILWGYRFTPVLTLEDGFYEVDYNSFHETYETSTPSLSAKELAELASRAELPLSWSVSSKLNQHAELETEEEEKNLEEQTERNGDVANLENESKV
Calls only; i = inactive. An excerpt. The share of hits here may be higher or lower than overall.

Structure	GIRK2 activator
Cc1nc(NC(=O)CCS(=O)(=O)c2ccccc2)sc1C	i
O=C(NCCOc1ccc2nnc(-c3ccccc3)n2n1)c1ccc(C(F)(F)F)cc1	i
COc1ccc(C)cc1S(=O)(=O)Nc1cc(Cl)ccc1O	i
Cc1cc(-c2nnc(NC(=O)C(c3ccccc3)c3ccccc3)o2)n(C)n1	i
CCOc1ccccc1Oc1c(C)oc2c3c(ccc2c1=O)OCN(CCOC)C3	i
COc1ccc(-c2csc(NC(=O)C3CCCCC3)n2)cc1OC	i
Cc1cccc2sc(N(CCN3CCOCC3)C(=O)C3CCCCC3)nc12	i
CS(=O)(=O)c1ccc(NC(=S)N2CCN(c3ccc(F)cc3)CC2)cc1	i
Cc1cc(N2CCN(c3ccccc3)CC2)nc(-n2cc([N+](=O)[O-])cn2)n1	i
Cc1cc(C)n(-c2ccc(N3CCCC(C(=O)Nc4cccc(Cl)c4Cl)C3)nn2)n1 (configuration not stated)	i
COC(=O)/C=C1\S/C(=N/Nc2nc(C)cc(C)n2)N(c2ccccc2)C1=O	i
COCCOCC1CCNCC1	i
Cc1ccc(NC(=O)Cn2cccc(-c3nc(-c4ccc(Br)cc4)no3)c2=O)cc1C	i
O=C(c1cc(=O)c2ccccc2o1)N(CCc1cccs1)Cc1cccnc1	i
CC(=O)Nc1ccc(NC(=O)Cn2nc(-c3ccc4c(c3)OCO4)ccc2=O)cc1	i
O=C(COc1ccc(C(=O)c2ccccc2)cc1)NCCn1nc(-c2ccc(Cl)cc2)ccc1=O	i
COc1coc(C(=O)NCc2ccc3c(c2)OCO3)cc1=O	i
Cn1c(=O)c(C(=O)NC(c2ccccc2)c2ccccc2)cc2cccnc21	i
CCOC(=O)CNC(=O)c1c(C(F)(F)F)nn(C(C)C)c1C	i
COc1cc(NC(=O)Nc2ccc(CN3CCN(C)CC3)cc2)cc(OC)c1OC	i
O=C(CCc1ccccc1)NCC1(c2ccccc2)CCOCC1	i
C=CCNC(=O)C(=O)NCC(c1cccc2ccccc12)N(C)C (configuration not stated)	i
CCc1nnc2ccc(N3CCN(C(=O)Nc4ccc(F)c(F)c4)CC3)nn12	i
COc1ccc(Cl)c2sc(N(CCN3CCOCC3)C(=O)c3cc(C)no3)nc12	i
O=C(CS(=O)(=O)Cc1ccccc1)Nc1ccc(F)cc1F	i
COc1ccc(-c2ccc(=O)n(CCCNS(=O)(=O)c3ccc(Cl)s3)n2)cc1	i
Cc1ccc(-c2csc(NC(=O)c3cccc(S(=O)(=O)C(C)C)c3)n2)cc1	i
COc1cc(OC)cc(C(=O)N2CCc3cc(S(=O)(=O)NC4CCCC4)ccc32)c1	i
O=C(C1CC(=O)N(C2CCCC2)C1)N1CCN(c2ccc(F)cc2)CC1 (configuration not stated)	i
CCOC(=O)c1sc(NC(=O)C2CCCN2S(C)(=O)=O)nc1-c1ccccc1 (configuration not stated)	i
CCn1cc(C(=O)N2CCC(c3nnc(-c4ccco4)s3)CC2)c(=O)c2ccc(C)nc21	i
Cc1cc(N2CCCCC2)nc(NCCNS(=O)(=O)Cc2ccccc2)n1	i
O=C(NCc1ccsc1)c1ccc(Br)o1	i
COCCCn1c(N)c(S(=O)(=O)c2ccc(C)cc2)c2nc3ccccc3nc21	i
Cc1nc(-c2ccccc2)sc1C(=O)Nc1ccc(-c2ccc(=O)n(C)n2)cc1	i
O=C(NCCCn1nc(-c2cccs2)ccc1=O)Nc1ccc2c(c1)OCO2	i
CC(C)N1CCC(CNC(=O)COc2ccc(Cl)cc2Cl)CC1	i
Cc1cc(C)n(CCNC(=O)C2CN(C(=O)c3cc(C)on3)C2)n1	i
CCCCOc1ccc(C(=O)N2CCC3(CC2)C(=O)N(C)C(=O)N3C)cc1	i
COCCCn1c(NC(=O)Nc2ccccc2)c2ccccc2nc1=O	i
CCCCOc1cccc(C(=O)Nc2ccc3ncsc3c2)c1	i
O=C(CNS(=O)(=O)Cc1ccccc1F)N1CCOC(c2ccccc2)C1 (configuration not stated)	i
Cc1nc(-c2cccc(NC(=O)C3CN(C(=O)c4cnccn4)C3)c2)cs1	i
Cc1cccc(C)c1OC(=O)c1ccc([N+](=O)[O-])cc1Cl	i
CCOc1ccc(C)cc1S(=O)(=O)NCC(c1cccn1C)N1CCCC1 (configuration not stated)	i
CC(C)(C)c1ccc(C(=O)NC2CNC(=O)C2)cc1 (configuration not stated)	i
Cc1cccn2c(=O)c(C=Nc3ccccc3)c(NCCO)nc12	i
COC(=O)c1ccc2occ(-c3oc4ccc(C(=O)OC)cc4c3OC(C)=O)c2c1	i
O=C(c1ccccc1C(F)(F)F)N1CCC(Cn2cnc3ccccc32)CC1	i
NC(=O)c1ccc(NC(=O)CCCn2nc(-c3ccc(Cl)cc3)ccc2=O)cc1	i

The list continues.
Structure	GIRK2 activator
Fc1cccc(F)c1Nc1ccc(Br)cn1	i
O=S(=O)(CCc1ccccc1)N1CCN(c2ccc3nncn3n2)CC1	i
Cc1ccc2nc(N(CCN3CCOCC3)C(=O)c3ccnn3C)sc2c1	i
CCCNC(=O)CSc1ccc(NC(=O)C2CC2)nn1	i
COc1cccc(C(CNC(=O)Nc2cccc(Cl)c2)N2CCOCC2)c1 (configuration not stated)	i
COc1ccc(S(=O)(=O)CCCC(=O)Nc2nc3c(s2)C(=O)CC(C)(C)C3)cc1	i
CCOC(=O)CCC(=O)Nc1ccc(C)c(N2CCCCC2=O)c1	i
O=C(CSc1ccc(NC(=O)c2ccco2)nn1)Nc1ccccc1C(F)(F)F	i
O=C(COc1ccc(Cl)cc1)Nc1nnc(-c2ccc(Br)s2)o1	i
Cc1ccc(C(=O)Nc2ccc(N3CCCCC3=O)cc2)cc1	i
Cc1ccccc1-c1ccc(N2CCC(C(=O)N3CCc4ccccc4C3)CC2)nn1	i
Cc1cc(C(=O)N2CCOCC2)nn1CC(=O)N1CCc2ccccc2C1	i
CC(C)(C)n1ncc2c(=O)n(NC(=O)c3cc(Br)ccc3Cl)cnc21	i
Cc1cccc(Cn2ccc3ccn(CC(=O)Nc4cc(C)cc(C)c4)c(=O)c32)c1	i
Cc1nc2ccc3nc(NC(=O)CCCS(=O)(=O)c4ccccc4)sc3c2s1	i
Cc1ccc(-c2ccc(SCC(=O)NCC3CCCO3)nn2)cc1C (configuration not stated)	i
O=C(NCC1(O)CCOCC1)C(=O)Nc1ccon1	i
COC1CCN(S(=O)(=O)c2cc(F)cc(F)c2)CC1	i
COc1ccc(N2C(=O)CN(Cc3ccc4c(c3)OCO4)C3CS(=O)(=O)CC32)cc1 (configuration not stated)	i
O=C(c1nc(-c2cnccn2)no1)N1CCn2c1nc1ccccc12	i
CCOc1ccc(S(=O)(=O)NCCOc2ccc(-c3ccccc3)nn2)cc1	i
COC(=O)C1CCN(C(=O)c2cc3c(=O)n(C)c(=O)n(C)c3s2)CC1	i
COc1ccccc1OCCN1C(=O)C(O)(CC(C)=O)c2ccccc21 (configuration not stated)	i
Cc1nnc(C2CCN(CC(=O)Nc3cccc(Cl)c3Cl)CC2)s1	i
Cc1cc(=O)[nH]c2cc(NC(=O)c3ccsc3)ccc12	i
O=C1CCCC(=O)N1CCS(=O)(=O)NCC1(c2cccs2)CC1	i
CCOc1cc(C(=O)Nc2ccc3c(c2)CCC(=O)N3Cc2ccccc2)cc(OCC)c1OCC	i
Cc1cc(N2CCN(C(c3ccccc3)c3ccccc3)CC2)n2nc(C(F)(F)F)nc2n1	i
CC(=O)Nc1ccc(S(=O)(=O)N2CCC(c3nnc(-c4ccco4)o3)CC2)cc1	i
COc1cc(CNC(=O)C2CN(C(=O)c3c[nH]c4ccccc34)C2)cc(OC)c1OC	i
O=C(NCCc1ccccc1)N1CCN(Cc2nc(-c3cccs3)cs2)CC1	i
Cc1cc(-c2nnc(SCC(=O)Nc3ccc4c(c3)OCCO4)o2)c(C)o1	i
CN(C)C(=O)Cc1ccc(NC(=O)C2(c3ccccc3)CCOCC2)cc1	i
Cc1ccc2c(c1)N(C(=O)Cn1cc(-c3ccccc3C)c(N3CCOCC3)n1)CCO2	i
Cc1ccnc(Nc2ccc(N3CCN(C(=O)c4snnc4C)CC3)nn2)c1	i
O=C(c1cccs1)N1CCCN(c2cc(-c3ccc4c(c3)OCO4)[nH]n2)CC1	i
COc1cccc(CNC(=O)Cn2cnc3c(sc4cccc(Cl)c43)c2=O)c1	i
Cc1ccc(-c2nnc(NC(=O)c3cc(Cl)sc3Cl)o2)cc1C	i
CC(=O)c1cccc(NC(=O)CSc2nc(=O)n(CCCO)c3c2CCCC3)c1	i
C=CCn1c(SCc2nc(-c3ccc(C)cc3)no2)nc2cc3c(cc2c1=O)OCO3	i
CS(=O)(=O)N1CCCCC1C(=O)Nc1nnc(-c2ccco2)o1 (configuration not stated)	i
COc1ccc(CNC(=O)/C(C#N)=C/N2CCN(c3cccc(C)c3C)CC2)cc1	i
Cc1ccc(SCCCC(=O)Nc2nnc(Cc3cccs3)o2)cc1	i
COc1cccc(-c2ccc(=O)n(CCCC(=O)Nc3cccc(Cl)c3C)n2)c1	i
COc1ccc(NC(=O)CC(C)n2nc(C)cc2C)cc1 (configuration not stated)	i
O=C(NCc1ccc(Cl)cc1)Nc1nnc(Cc2ccccc2)o1	i
O=C(CCc1csc(NS(=O)(=O)c2ccccc2)n1)Nc1ccc2c(c1)OCO2	i
COc1cc(NC(=O)Nc2ccc(CC(=O)N3CCCC3)cc2)cc(OC)c1	i
CC(C)(C)NS(=O)(=O)c1ccc(NC(=O)Cn2cncn2)cc1	i
Cc1nn(C2CCS(=O)(=O)C2)c2nc(-c3ccccc3)cc(C(=O)NCc3ccccc3)c12 (configuration not stated)	i

Molecules from the list above containing a furan ring, fused or not (seven):
Structure	GIRK2 activator
CCn1cc(C(=O)N2CCC(c3nnc(-c4ccco4)s3)CC2)c(=O)c2ccc(C)nc21	i
O=C(NCc1ccsc1)c1ccc(Br)o1	i
COC(=O)c1ccc2occ(-c3oc4ccc(C(=O)OC)cc4c3OC(C)=O)c2c1	i
O=C(CSc1ccc(NC(=O)c2ccco2)nn1)Nc1ccccc1C(F)(F)F	i
CC(=O)Nc1ccc(S(=O)(=O)N2CCC(c3nnc(-c4ccco4)o3)CC2)cc1	i
Cc1cc(-c2nnc(SCC(=O)Nc3ccc4c(c3)OCCO4)o2)c(C)o1	i
CS(=O)(=O)N1CCCCC1C(=O)Nc1nnc(-c2ccco2)o1 (configuration not stated)	i

New compounds follow.
Structure	GIRK2 activator
CC(C)(C)C(=O)N(Cc1ccccn1)Cc1ccco1	i
CC1CCN(c2ccc(N3CCN(S(=O)(=O)c4cc(F)ccc4F)CC3)nn2)CC1	i
CSCCC(C)(O)CNC(=O)c1ccc2c(c1)OCO2 (configuration not stated)	i
COC(=O)CC1SC(=O)N/C1=N\NC(=O)c1ccncc1 (configuration not stated)	i
O=C(Nc1nnc(Cc2cccs2)o1)c1cc2ccccc2o1	i
COc1ccc(Cl)cc1NC(=O)Nc1ccc(N2CCCS2(=O)=O)cc1	i
CC(C)(C)c1cc(C(=O)O)nc2ncnn12	i
CC(NC(=O)C(=O)NCc1ccc(OCc2ccccc2)cc1)c1ccccc1 (configuration not stated)	i
CC(C)c1cc(=O)[nH]c(-n2nc(C3CC3)cc2NC(=O)c2ccc(Cl)cc2Cl)n1	i
COc1cc(N2CCN(S(=O)(=O)c3ccc4c(c3)OCCO4)CC2)nc(OC)n1	i
COc1ccc([N+](=O)[O-])cc1NC(=O)CCCS(=O)(=O)c1ccc(C)cc1	i
Cc1ccccc1-c1ccc(=O)n(CC(=O)Nc2ccc3c(c2)OCCO3)n1	i
O=C(c1cccs1)N1CCN(c2cc(N3CCCC3)ncn2)CC1	i
CS(=O)(=O)N1CCCC(C(=O)Nc2nc(-c3ccc(F)cc3)cs2)C1 (configuration not stated)	i
O=C1CCCN1c1cccc(NS(=O)(=O)c2ccc(Cl)s2)c1	i
COc1ccc(C2(CNC(=O)C(=O)Nc3ccc(C)c(F)c3)CCCC2)cc1	i
CCOc1ccc(-c2ccc(=O)n(CCCC(=O)Nc3cc(Cl)ccc3Cl)n2)cc1	i
COc1cc(OC)cc(C(=O)Nc2nnc(-c3ccc(OC)c(OC)c3)o2)c1	i
O=C(/C=C/c1ccc2c(c1)OCO2)N1CCN(C(=O)c2cnn3ccccc23)CC1	i
Cc1ccc2nc3c(cc(C(=O)N4CCCCC4)n3C)c(=O)n2c1	i
Cc1ccc(NC(=O)Cn2c(=O)n(C3CC3)c(=O)c3nscc32)c(C)c1	i
COc1cc(NC(=O)COc2cccc(C)c2)ccc1N1CCCCC1=O	i
COc1ccccc1NC(=O)N1CCC(CNS(=O)(=O)c2ccc(OC)c(OC)c2)CC1	i
COc1ccc2nc(-c3ccc(C)c(NC(=O)Nc4cccs4)c3)cn2n1	i
CCN(CC)CCNc1nc2ccccc2[nH]1	i
Cc1cc(NC(=O)c2cccs2)n(C(C)C)n1	i
COc1ccccc1NC(=O)CSc1nc(-c2ccccc2)[nH]c1S(=O)(=O)c1ccccc1	i
CCCCOc1ccc(C(=O)NCC(O)c2sccc2C)cc1 (configuration not stated)	i
COc1ccccc1N1CCN(CC(O)COCCC2CC3CCC2C3)CC1 (configuration not stated)	i
CCOc1ccc(CC(=O)NCC2CC(=O)N(c3ccc(Cl)cc3)C2)cc1 (configuration not stated)	i
COc1ccccc1C(=O)N1CCC(c2nnc(-c3ccc(F)cc3)o2)CC1	i
CCSc1nnc(NC(=O)c2nnn(-c3ccccc3)c2C)s1	i
